PTHR1 ag: agonists of human PTHR1 parathyroid hormone receptor. HEK293 GP2 PTHR1 cells, GloSensor cAMP luminescence, 1 h. Q03431. 410,000 compounds, 0.075% hits. Potency, µM (top dose mostly 115 µM), for inactives: top-dose activation, hits mostly activators; also: potency is read from the fitted curve at half-maximal effect; nearly all actives have a fitted effect of over 55% in size; some results filed as inactive show a strong effect at the top dose; inactives centre near -15; many of its hits are not listed in these tables
Target sequence (Q03431 whole entry, looked up): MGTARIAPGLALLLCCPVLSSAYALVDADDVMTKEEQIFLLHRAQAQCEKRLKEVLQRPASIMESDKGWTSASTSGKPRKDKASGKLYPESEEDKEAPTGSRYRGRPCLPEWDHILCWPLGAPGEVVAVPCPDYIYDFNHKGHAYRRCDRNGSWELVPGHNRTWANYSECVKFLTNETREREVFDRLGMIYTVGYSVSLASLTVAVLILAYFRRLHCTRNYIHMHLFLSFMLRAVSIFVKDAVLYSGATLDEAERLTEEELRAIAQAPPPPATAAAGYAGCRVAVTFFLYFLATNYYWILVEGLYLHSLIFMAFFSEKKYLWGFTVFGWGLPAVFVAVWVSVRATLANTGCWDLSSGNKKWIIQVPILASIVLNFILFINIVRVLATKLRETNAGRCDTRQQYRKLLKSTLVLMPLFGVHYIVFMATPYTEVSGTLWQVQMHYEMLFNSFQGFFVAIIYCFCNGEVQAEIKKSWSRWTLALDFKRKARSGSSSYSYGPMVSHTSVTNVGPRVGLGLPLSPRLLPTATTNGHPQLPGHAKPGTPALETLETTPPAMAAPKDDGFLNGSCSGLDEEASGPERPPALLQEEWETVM
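HEK-293-derived GP2 cells expressing PTHR1 and a GloSensor cAMP reporter, 3,000/well, plated overnight, given luciferin plus IBMX (each 0.5 mM as added) for 1 h at 37 °C, then compound for 1 h at 37 °C. Luminescence was read after 15 min at room temperature.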
aSyn yeast inh: inhibitors of alpha-synuclein toxicity in yeast; 370,000 compounds, 0.14% hits; Potency, µM (doses to about 46.1 µM), without a hit: at the highest dose growth rescue (activation), usual class: activators; AID 652106; Yeast expressing alpha-synuclein, growth rescue, BacTiter-Glo, 24 h; also: potency is read from the fitted curve at half-maximal effect; % of control where 0% means no effect; nearly all actives have a fitted effect of over 65% in size
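Galactose-induced alpha-syn yeast (OD600=0.02, raffinose-pregrown) + pinned cpd, 24 hr, 30 deg C; growth by BacTiter-Glo luminescence. Growth restoration scores as activation.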
Abeta rescue: A-beta toxicity reversal in yeast; yeast expressing A-beta42, growth rescue, OD600, 48 h; response scale: 0% DMSO, 100% iron-clioquinol control; Potency, µM (doses to about 46.1 µM), inactives show at the top dose growth rescue, usual class: activators; 410,000 compounds, 0.063% hits; AID 1347071; also: potency is read from the fitted curve at half-maximal effect; nearly all actives have a fitted effect of over 55% in size
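Yeast A-beta toxicity model in growth medium with pinned compounds, 48 h at 30 C; growth read as absorbance at 600 nm. Normalized to FeCl3/clioquinol equimolar mix (positive) and DMSO (negative).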
TDP-43 yeast inh: rescues yeast growth from TDP-43 toxicity; TDP-43 expressing yeast growth rescue, BacTiter-Glo, 24 h; 410,000 compounds, 1.8% hits; Potency, µM (top dose mostly 46.1 µM), for inactives: at the top dose growth rescue (activation), actives largely listed as activators; AID 652104; also: potency is read from the fitted curve at half-maximal effect; % of control where 0% means no effect; nearly all actives have a fitted effect of over 50% in size
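Galactose-induced TDP-43 yeast, OD600=0.02, compound pinned; 24 hr, 30 deg C; BacTiter-Glo luminescence for growth. Inhibitors of TDP-43 toxicity read as activators.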
Akt phos inh: inhibitors of Akt phosphorylation; Neuro2A IGF-stimulated pAkt S473 HTRF, 20 min; stronger effect = lower value; activity change, % for hits at 50 µM; 360,000 compounds, 0.32% hits; in the data active = activity change below about -80%; inconclusive = mostly about -51% to -80%; also: % is scaled to controls: 0 for no effect and ±100 for the full control effect
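Neuro2A cells (4,500/well, DMEM with 0.5% FBS) were treated with compound at a single 50 µM final concentration, stimulated with 6 nM IGF for 20 min at 37 °C, and lysed. Phospho-Akt Ser473 was read by HTRF as 665/615 ratio ×10^4.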
MmCpn inh: M. maripaludis TRiC chaperonin inhibition | purified Mm-Cpn ATPase, ADP Transcreener TR-FRET | Potency, µM (series often up to 76.9 µM), without a hit: at the highest dose activity, negative = inhibition, actives largely listed as inhibitors | 330,000 compounds, 0.031% hits; also: potency is read from the fitted curve at half-maximal effect; % is scaled to controls: 0 for no effect and ±100 for the full control effect; nearly all actives have a fitted effect of over 80% in size
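Compound-treated chaperonin, 25 nM final, turns over 10 uM ATP at 37°C for 30 min following a 10 min preincubation; ADP generated competes with ADP-d2 for Eu-cryptate antibody, lowering FRET.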
FUS yeast rescue: FUS proteinopathy suppression in yeast | S. cerevisiae FUS-expressing, growth rescue, OD600, 24 h | Potency, µM (series often up to 76.6 µM), for inactives: at the highest dose growth rescue (activation), most hits filed as activators | AID 1347120 | 390,000 compounds, 0.24% hits;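 also: potency is read from the fitted curve at half-maximal effect; plate controls were DMSO vehicle for no effect and reference control for full effect; nearly all actives have a fitted effect of over 55% in size; some results filed as inactive show a strong effect at the top dose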
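Read-out: OD at 600 nm after 24hr at 30C, reporting rescue of FUS-induced yeast toxicity. Cells at OD 0.005 in galactose (2%) minimal medium; compounds tested in a dilution series; CP55940 titration from 92uM final as control.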
HEK293 tox: cytotoxicity in counter-screen for GLP-1R inverse agonists; HEK293 cAMP-luciferase reporter cells, luminescence, 24 h; AID 624418; 410,000 compounds, 0.13% hits; Potency, µM (top dose mostly 38.3 µM), for the others: at the highest dose activity change, negative = inhibition, usual class: inhibitors;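 also: loss of luciferase light is scored as toxicity; potency is read from the fitted curve at half-maximal effect; % is scaled to controls: 0 for no effect and ±100 for the full control effect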
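Cells in DMEM/10% Nu serum/1% pen-strep, 1536-well format. Pre-incubated 12 h, dosed with 23 nL compound, incubated a further 24 h. Luciferase detection, 12 min at room temp, luminescence.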
GLP1R inv ag: acts as inverse agonist at human GLP-1 receptor; P43220; HEK293 GLP-1R CRE-luciferase, luminescence, 24 h; GLP-1R form is constitutively active; Potency, µM (titrated, usually from 38.3 µM), without a hit: at the highest dose activity change, negative = inhibition, usual class: inhibitors; 410,000 compounds, 1.6% hits; AID 624417; also: potency is read from the fitted curve at half-maximal effect; % is scaled to controls: 0 for no effect and ±100 for the full control effect; nearly all actives have a fitted effect of over 55% in size
Target sequence (P43220 whole entry, looked up): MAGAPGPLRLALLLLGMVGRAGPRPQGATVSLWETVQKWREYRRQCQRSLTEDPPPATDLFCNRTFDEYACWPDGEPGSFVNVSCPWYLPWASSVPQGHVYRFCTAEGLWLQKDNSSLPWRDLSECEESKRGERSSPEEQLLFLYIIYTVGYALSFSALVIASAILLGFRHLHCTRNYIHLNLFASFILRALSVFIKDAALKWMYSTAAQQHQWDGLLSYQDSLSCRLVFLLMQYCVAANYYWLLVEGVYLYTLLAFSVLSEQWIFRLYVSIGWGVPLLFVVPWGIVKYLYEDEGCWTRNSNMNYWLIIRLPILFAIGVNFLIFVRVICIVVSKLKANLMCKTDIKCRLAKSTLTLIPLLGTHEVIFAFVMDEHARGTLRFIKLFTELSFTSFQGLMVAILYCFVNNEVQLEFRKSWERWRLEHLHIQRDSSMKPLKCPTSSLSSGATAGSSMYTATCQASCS
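qHTS in 1536-well format: reporter HEK293 cells expressing constitutive GLP-1R activity in DMEM + 10% Nu serum, 24 hr with compounds at 37 deg C, luminescence read after 12 min with detection reagent.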
* marks the source's active call; other numbers are inactive results; & = joins results of further samples; [ ] = another dose, or the depositor's remark. Unless noted, calls follow the shape of the dose curve; as a rule, active = well fitted curve in the direction sought with a large enough effect; inconclusive = small, poorly fitted or top-dose-only effect, or another doubt; inactive = no such curve, though single readings can be large; an effect the other way counts as inactive or inconclusive. A portion of the library; rates above refer to the full screens.

Start of the data: the first two records, ahead of the listing:
What do the screens show for `COC(=O)C1=NNC(C(=O)OC)C1c1ccccc1` (stereo not drawn)?
PTHR1 ag: inactive; aSyn yeast inh: -3%; Abeta rescue: -2%; TDP-43 yeast inh: 23%; Akt phos inh: inactive; HEK293 tox: -6%; GLP1R inv ag: 0%

Results for CCn1ccnc1CN(C)Cc1cn[nH]c1-c1ccc(F)cc1F ?
PTHR1 ag: 1%; aSyn yeast inh: -3%; Abeta rescue: 7%; TDP-43 yeast inh: -5%; Akt phos inh: inactive; MmCpn inh: -2%; FUS yeast rescue: 20%; HEK293 tox: 4%; GLP1R inv ag: inconclusive

Results (from the top)
What do the screens show for `COC(=O)C1=NNC(C(=O)OC)C1c1ccccc1` (stereo not drawn)?
PTHR1 ag: inactive; aSyn yeast inh: -3%; Abeta rescue: -2%; TDP-43 yeast inh: 23%; Akt phos inh: inactive; HEK293 tox: -6%; GLP1R inv ag: 0%

Results for CCn1ccnc1CN(C)Cc1cn[nH]c1-c1ccc(F)cc1F ?
PTHR1 ag: 1%; aSyn yeast inh: -3%; Abeta rescue: 7%; TDP-43 yeast inh: -5%; Akt phos inh: inactive; MmCpn inh: -2%; FUS yeast rescue: 20%; HEK293 tox: 4%; GLP1R inv ag: inconclusive

Results for CCc1cccc(OCCN2CCCC2)c1 ?
PTHR1 ag: -23%; aSyn yeast inh: 3%; Abeta rescue: 14%; TDP-43 yeast inh: 14%; Akt phos inh: inactive; MmCpn inh: 0%; FUS yeast rescue: 0%; HEK293 tox: 15%; GLP1R inv ag: 5%

How did O=C(CCn1c(=S)[nH]c2ccccc2c1=O)NCCCN1CCCC1=O do in these assays?
PTHR1 ag: inactive; aSyn yeast inh: -2%; Abeta rescue: -9%; TDP-43 yeast inh: 0%; Akt phos inh: inactive; MmCpn inh: -2%; FUS yeast rescue: 18%; HEK293 tox: 1%; GLP1R inv ag: 7%

What do the screens show for `CN1CCN(c2ccc(S(=O)(=O)N3CCCCC3)cc2NC(=O)/C=C/c2ccc(Cl)c([N+](=O)[O-])c2)CC1`?
PTHR1 ag: inactive; aSyn yeast inh: -6%; Abeta rescue: 8%; TDP-43 yeast inh: -4%; Akt phos inh: inactive; MmCpn inh: 1%; FUS yeast rescue: 52%; HEK293 tox: 10µM*; GLP1R inv ag: inconclusive

Results for C=CCN=C1SC(C)(C)C(=O)N1S(=O)(=O)c1ccc(C)cc1 ?
PTHR1 ag: -16%; aSyn yeast inh: 0%; Abeta rescue: -7%; TDP-43 yeast inh: -7%; Akt phos inh: inactive; MmCpn inh: -4%; FUS yeast rescue: -4%; HEK293 tox: 4%; GLP1R inv ag: -10%

How did CC(Oc1ccc(-c2nccc(-c3ccccn3)n2)cc1)C(=O)NN (stereo not drawn) do in these assays?
PTHR1 ag: -1%; aSyn yeast inh: 0%; Abeta rescue: -11%; TDP-43 yeast inh: 15%; Akt phos inh: inactive; MmCpn inh: 0%; FUS yeast rescue: -15%; HEK293 tox: 3%; GLP1R inv ag: 2%

Results for CC(=O)c1ccc(NC(=O)CSc2ccc(-c3cccs3)nn2)cc1 ?
PTHR1 ag: 2%; Abeta rescue: -20%; TDP-43 yeast inh: -9%; FUS yeast rescue: 18%; HEK293 tox: -6%; GLP1R inv ag: 12%

What do the screens show for `CCOc1ccc(/C=C/C(=O)Nc2ccc(N3CCOCC3)cc2)cc1`?
PTHR1 ag: inactive; aSyn yeast inh: 0%; Abeta rescue: -2%; TDP-43 yeast inh: -8%; Akt phos inh: inactive; MmCpn inh: -1%; FUS yeast rescue: -12%; HEK293 tox: -21%; GLP1R inv ag: 3%

How did O=C(COC(=O)C1=COCCO1)NC(=O)c1ccc(OC(F)F)cc1 do in these assays?
PTHR1 ag: -19%; aSyn yeast inh: 0%; Abeta rescue: 2%; TDP-43 yeast inh: 17%; Akt phos inh: inactive; MmCpn inh: -1%; FUS yeast rescue: 1%; HEK293 tox: -1%; GLP1R inv ag: -7%

Results for CSc1cccc(NC(=S)N(Cc2ccccc2)Cc2cccnc2)c1 ?
PTHR1 ag: -25%; aSyn yeast inh: 10%; Abeta rescue: 3%; TDP-43 yeast inh: 12%; Akt phos inh: inactive; MmCpn inh: 1%; FUS yeast rescue: 11%; HEK293 tox: -4%; GLP1R inv ag: inconclusive

Results for CC(C)=C[C@@H]1C[C@H](C)[C@H]2CC[C@H](C)c3c(O[C@@H]4O[C@@H](C)[C@@H](O)[C@@H](O)[C@@H]4O)c(O)c(C)c1c32 ?
PTHR1 ag: -90%[inhibitor]; aSyn yeast inh: -26%; Abeta rescue: inconclusive; TDP-43 yeast inh: -79%[inhibitor]; Akt phos inh: inactive; MmCpn inh: 3%; FUS yeast rescue: inconclusive; HEK293 tox: inconclusive; GLP1R inv ag: inconclusive

Results for COc1ccc(NC(=O)CCN2C(=O)/C(=C/c3ccc4c(c3)OCO4)SC2=S)cc1 ?
PTHR1 ag: inactive; aSyn yeast inh: 0%; Abeta rescue: -6%; TDP-43 yeast inh: -18%; Akt phos inh: inactive; MmCpn inh: -1%; FUS yeast rescue: 3%; HEK293 tox: -12%; GLP1R inv ag: 4%

How did CCCCN1CC(COc2ccccc2)OC1=O (stereo not drawn) do in these assays?
PTHR1 ag: -25%[57.5 µM]; aSyn yeast inh: 1%; Abeta rescue: 1%; TDP-43 yeast inh: 5%; Akt phos inh: inactive; MmCpn inh: -9%; FUS yeast rescue: -5%; HEK293 tox: 0%; GLP1R inv ag: 1%

How did NC(N)=Nc1nc(C2COc3ccccc3O2)cs1 (stereo not drawn) do in these assays?
PTHR1 ag: -29%; aSyn yeast inh: 4%; Abeta rescue: -8%; TDP-43 yeast inh: -10%; Akt phos inh: inactive; MmCpn inh: -2%; FUS yeast rescue: 9%; HEK293 tox: -24%; GLP1R inv ag: inconclusive

How did CC(C)(C)C(=O)NC(=S)NNC(=O)c1sc2ccccc2c1Cl do in these assays?
PTHR1 ag: -4%; aSyn yeast inh: -6%; Abeta rescue: -64%[inhibitor]; TDP-43 yeast inh: inconclusive; Akt phos inh: inactive; MmCpn inh: -3%; FUS yeast rescue: 10%; HEK293 tox: -7%; GLP1R inv ag: inconclusive

How did CNC(=O)CCc1[nH]c2ccccc2c1Sc1ccccc1 do in these assays?
PTHR1 ag: inactive; aSyn yeast inh: 2%; Abeta rescue: 31%; TDP-43 yeast inh: 12%; Akt phos inh: inactive; MmCpn inh: 1%; HEK293 tox: -4%; GLP1R inv ag: inconclusive

Results for CN1CCC(N(C)C(=O)/C(C#N)=C/c2ccccc2)CC1 ?
PTHR1 ag: -22%; aSyn yeast inh: -1%; Abeta rescue: 4%; TDP-43 yeast inh: -6%; Akt phos inh: inactive; MmCpn inh: 0%; FUS yeast rescue: -8%; HEK293 tox: 2%; GLP1R inv ag: 8%

What do the screens show for `CN(Cc1ccccc1)C(NC(=O)c1ccco1)C(Cl)(Cl)Cl` (stereo not drawn)?
PTHR1 ag: inactive; aSyn yeast inh: 1%; Abeta rescue: 17%; TDP-43 yeast inh: 0%; Akt phos inh: inactive; MmCpn inh: 0%; FUS yeast rescue: -44%; HEK293 tox: 1%; GLP1R inv ag: -7%

How did O=C(O)/C=C/C(=O)Nc1ccc(-c2ccccc2)cc1 do in these assays?
PTHR1 ag: -23%; aSyn yeast inh: 1%; Abeta rescue: 19%; TDP-43 yeast inh: 2%; Akt phos inh: inactive; MmCpn inh: -5%&2%; FUS yeast rescue: 5%; HEK293 tox: 5%; GLP1R inv ag: 12%

How did O=C(COc1cccc(F)c1)Oc1ccc(C(=O)c2ccccc2)cc1 do in these assays?
PTHR1 ag: inactive; aSyn yeast inh: 3%; Abeta rescue: -5%; TDP-43 yeast inh: 19%; Akt phos inh: inactive; MmCpn inh: 0%; HEK293 tox: 3%; GLP1R inv ag: 28%

How did COC(=O)[C@]12CCCCC=C1N(Cc1ccco1)C(=O)[C@H](CC(=O)N1CCN(C(=O)c3ccco3)CC1)C2 do in these assays?
PTHR1 ag: -29%; aSyn yeast inh: 0%; Abeta rescue: -5%; TDP-43 yeast inh: 0%; Akt phos inh: inactive; FUS yeast rescue: 20%; HEK293 tox: -11%; GLP1R inv ag: 3%

What do the screens show for `O=C(CCCOc1ccc(Cl)cc1)N1CCOCC1`?
PTHR1 ag: -4%; aSyn yeast inh: 13%; Abeta rescue: 6%; TDP-43 yeast inh: 6%; Akt phos inh: inactive; MmCpn inh: 1%; FUS yeast rescue: -35%; HEK293 tox: -7%; GLP1R inv ag: -5%

What do the screens show for `Nc1nc2n(n1)C(c1ccccc1Cl)CC(c1ccc(F)cc1)N2` (stereo not drawn)?
PTHR1 ag: -29%; aSyn yeast inh: 11%; Abeta rescue: inconclusive; TDP-43 yeast inh: -7%; Akt phos inh: inactive; MmCpn inh: 2%; FUS yeast rescue: 6%; HEK293 tox: 22%; GLP1R inv ag: -15%

How did COCCn1c(SCC(=O)Nc2ccc3[nH]c(=O)[nH]c3c2)nc2ccccc21 do in these assays?
PTHR1 ag: inactive; aSyn yeast inh: 5%; Abeta rescue: 2%; TDP-43 yeast inh: -4%; Akt phos inh: inactive; MmCpn inh: 1%; FUS yeast rescue: 7%; HEK293 tox: -3%; GLP1R inv ag: 43%[activator]

What do the screens show for `O=S(=O)(c1ccc(Cl)s1)N1CCCc2cccc(O)c21`?
PTHR1 ag: -14%; aSyn yeast inh: 8%; Abeta rescue: -10%; TDP-43 yeast inh: 7%; Akt phos inh: inactive; MmCpn inh: -1%; FUS yeast rescue: 10%; HEK293 tox: 9%; GLP1R inv ag: inconclusive

Assay outcomes from PubChem BioAssay.
